High-throughput results as filed in PubChem.
MT stabilizer: microtubule stabilization, imaging screen; HeLa tubulin immunostaining HCS, 24 h; share of cells brighter than vehicle mean+2SD; % tubulin-high responders, % at 10 µM; 200,000 tested, 0.83% active; AID 2205;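 active = plate Z-score above 3 for both tubulin-high and condensed-nucleus cell shares, with cell loss under 80%, at 10 µM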;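 note: anti alpha tubulin signal scored within the nucleus-defined area of each cell; some results filed as inactive read as strong as hits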
WT yeast gro inh: growth inhibition of WT yeast, mitochondrial fusion screen; mitochondrial fusion phenotypic screen, WT strain; inhibition, % at 10 µM; 190,000 tested, 2.1% active; in the data active = inhibition above about 58%; tested in S. cerevisiae
Yfh1-depleted yeast: enhancers of respiration in Yfh1-depleted yeast, dose response, Friedreich's ataxia, plus single-dose screen (AID 1465). S. cerevisiae Yfh1-off respiration, WST-1 reduction, 72 h; higher fold induction means a stronger effect. fold induction at 50 µM; hits with a dose series show EC50 in µM. 220,000 tested, 0.074% active;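 active = fold induction of absorbance versus untreated yeast above a set limit, then at least 30% activation at any dose in follow-up; inconclusive = repeats straddling the limit, or above it without dose testing; inactive = fold induction below the set limit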;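 note: activators that raise dye reduction in frataxin-depleted yeast; strong numbers were not always called active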
PMI inhibitors: inhibitors of human PMI, primary screen, biochemical, fluorescence intensity, coupled assay (AID 1209). purified PMI enzyme, coupled fluorescence intensity; higher % means a stronger effect. inhibition, % at 20 µM, or IC50 in µM where a hit was titrated. 190,000 tested, 0.42% active;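 note: plate controls were DMSO vehicle for no effect and wells lacking substrate for full effect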
Dynein cargo inh: dynein cargo transport inhibition. 3617.4 mouse cells, GR-EGFP nuclear translocation imaging; test concentration mostly 20 µM; stimulated with dexamethasone, 1 µM; stronger effect = lower value. z-score, hits read low. 220,000 tested, 0.47% active;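 active = plate z-score of nuclear minus cytoplasmic receptor signal below a set negative limit, without overly bright fluorescence or cell loss, cut at about -3.5 in these data, passing the limit was not always enough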;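 note: z-score of nuclear minus cytoplasmic ring GR-EGFP intensity difference per well; some compounds called inactive have numbers as strong as hits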
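Also added: dexamethasone, 1.0 µM final. Medium: tet-free, stripped-serum medium. Detection: fixed, Hoechst-stained cells imaged at 10x for EGFP. Read-out: nuclear-to-cytoplasmic GR-EGFP distribution per well. Times: induction 48 h, compound 1 h, agonist 30 min.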
Insulin prom up: MIN6 insulin promoter up-regulation; MIN6 insulin promoter-GFP reporter, high-content imaging; stronger effect = higher value; z-score at 5 µM; 190,000 tested, 0.3% active; AID 1625;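 active = z-score above 3 at 5 µM with at least 500 cells counted in the well; inconclusive = wells under 500 cells, flagged as cytotoxic or low count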
Autophagy HCS: modulators of autophagy; MEF GFP-LC3 puncta imaging; test concentration mostly 10 µM; calls only at 10 µM (by protocol); 190,000 tested, 0.98% active; AID 463193;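 active = percentage of spot-positive cells more than 3 SD above its plate mean, without a fluorescence outlier flag or 80% toxicity; inconclusive = no clear call, values can overlap the other calls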;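 note: spot-positive cell cutoff set from DMSO-treated cells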
b-catenin transl: modulators of beta-catenin nuclear translocation. 190,000 tested, 0.3% active. nuclear translocation activity, % at 5 µM. HeLa beta-catenin nuclear translocation, immunofluorescence imaging;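 active = nuclear translocation activity above 50% at 5 µM, with a well cell count of 50 or more; inconclusive = wells under 50 cells across six images, flagged as toxic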;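 note: per-cell ratio of nuclear to cytoplasmic median beta-catenin stain intensity; plate controls were DMSO negative control for no effect and GSK-3 inhibitor IX positive control for full effect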
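Test system: HeLa cells, endogenous beta-catenin; Compound: single 5 µM dose plus 0.02–20 µM confirmation series; Times: compound exposure 24 h at 37°C; Signal: fluorescence imaging of beta-catenin antibody stain plus DAPI; Read-out: % activation, nuclear-to-cytoplasmic median beta-catenin signal ratio per cell.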
human PMI inhibitors: MPI inhibition at elevated mannose 6-phosphate – biochemical, fluorescence intensity, high mannose 6-phosphate, primary screen (AID 1220); recombinant PMI enzyme, coupled fluorescence intensity; higher % means a stronger effect; 190,000 tested, 0.66% active; one-dose inhibition, % at 20 µM; IC50 in µM for titrated hits
WT yeast gro inh mutant strain: also measured in WT yeast gro inh; calls as there; inhibition, %; mitochondrial fusion phenotypic screen, mutant strain inhibition
Dynein cargo inh cytoplasmic EGFP: also measured in Dynein cargo inh; calls as there; z-score; measured here: cytoplasmic GR-EGFP intensity; stronger effect = higher value
Dynein cargo inh nuclear GR-EGFP: recorded beside Dynein cargo inh, whose call it bears; z-score; measured here: nuclear GR-EGFP intensity;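 lower value marks the stronger effect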
Dynein cargo inh cell count: second read-out of Dynein cargo inh, no call of its own (marks repeat the call); z-score; measured here: cell count per field
Insulin prom up cell count: second read-out of Insulin prom up, no call of its own (marks repeat the call); cell count; measured here: cytotoxicity, nuclei count;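 total cells summed across four imaged fields per well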
b-catenin transl cell count 5 µM: further read-out of b-catenin transl, marked with its call; cell count; measured here: cell count, cytotoxicity flag
MT stabilizer Hoechst-high %: further read-out of MT stabilizer, marked with its call; % Hoechst-high responders; measured here: nuclear condensation Hoechst responders;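 share of cells brighter than vehicle mean plus two SD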
MT stabilizer cytotoxicity %: further read-out of MT stabilizer, marked with its call; toxicity, %; measured here: cytotoxicity by cell density;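 0% = mean cell density of plate MIN control wells and 100% = no cells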
Autophagy HCS cell loss 18 h: also measured in Autophagy HCS; calls as there; toxicity, %; measured here: cell loss, nuclei count;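 cell loss after 18 h compound exposure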
* hit, by the source's call; i = inactive; ? = inconclusive; . = not tested or not shown; + = active, no number. Cut-off read from the data, not from the text of the source, unless noted: active = inhibition above about 50%; inactive = the rest.

mol	MT stabilizer	MT stabilizer Hoechst-high %	MT stabilizer cytotoxicity %	WT yeast gro inh	WT yeast gro inh mutant strain	Yfh1-depleted yeast	PMI inhibitors	Dynein cargo inh	Dynein cargo inh cytoplasmic EGFP	Dynein cargo inh nuclear GR-EGFP	Dynein cargo inh cell count	Insulin prom up	Insulin prom up cell count	Autophagy HCS	Autophagy HCS cell loss 18 h	b-catenin transl	b-catenin transl cell count 5 µM	human PMI inhibitors
CCC(CC)NC(=O)c1cccc(Oc2ccccc2)c1	4.3	2.4	1.5	21	20	i	11%	0.22	-0.1	0.41	-1.1	-0.38	1267	i	60	-0.2	1134	7%
CC(C)Cn1c(SCC(=O)Nc2cccc(S(N)(=O)=O)c2)nc2ccccc2c1=O	6.3	3.1	9.1	-1	16	i	-5%	0.98	-0.31	1	-0.8	1.5	1323	i	10	0.1	1055	-1%
O=C(CN1N=C(c2ccccc2)CCC1=O)NCc1ccccc1	5.6	2.0	3.2	-4	3	i	-7%	0.31	-0.33	0.28	-0.21	.	.	i	3	-1.0	1074	-3%
CCCOC(=O)CN1C(=O)c2ccccc2C1=O	5.6	1.3	8.2	79*	3.9*	i	-11%	0.54	-0.25	0.41	0.36	1.4	1133	i	13	.	.	-7%
CCOC(=O)c1c(C)n(CC(O)CN(CC)CC)c2cc(Br)c(OC)cc12 (stereo unspecified)	7.1	1.9	7.0	-8	4	i	-9%	-0.44	-0.24	-0.39	0.9	0.14	1182	i	2	0.8	1114	-6%
COc1ccc2oc3cc(C)[n+]([O-])c(-c4ccc(Cl)cc4)c3c2c1	4.2	1.9	2.1	11	-1	i	-3%	3.2	-0.16	1.3	-1.9	0.56	1214	i	16	-2.2	549	-6%
CCN1C(=O)/C(=C\N2CCN(c3cccc(Cl)c3)CC2)SC1=S	15	3.8	35	7	6	i	4%	-0.16	0.03	-0.0021	-0.32	-0.06	1214	+	13*	1.4	1125	8%
O=C1c2ccccc2C(=O)N1OCCOCCOCCON1C(=O)c2ccccc2C1=O	5.3	3.3	7.3	-17	5	i	2%	1	-0.24	0.45	-1.6	-0.3	1254	i	4	-2.9	1225	1%
Cc1ccc(-c2nc3ncccn3c2NC2CCCCC2)o1	1.7	1.2	2.5	-3	-5	i	8%	1.3	-0.091	1.4	-0.45	0.63	866	i	3	0.3	1141	-3%
CCn1cc([N+](=O)[O-])c(C(=O)N2N=C(c3ccc(O)c(OC)c3)CC2c2ccccc2O)n1 (stereo unspecified)	2.6	3.4	9.5	-5	-19	i	5%	0.17	-0.21	-0.16	-0.34	-0.23	1298	i	14	-3.2	501	0%
O=C(N/N=C/c1c[nH]c2ccc(Br)cc12)c1ccc2c(c1)OCO2	44*	28*	57*	-7	-2	i	14%	0.44	0.08	0.22	-0.96	0.74	1279	i	3	73*	484*	17%
Cc1ccc2c(CC(=O)NNC(=O)c3ccccc3)coc2c1	1.5	1.6	8.6	5	3	i	-11%	0.71	-0.22	0.7	-0.81	0.62	1397	i	-5	-3.1	549	4%
Clc1ccc(OCCSc2ncccn2)c2ccccc12	3.1	1.5	3.3	11	-1	i	14%	0.098	-0.2	-0.85	-0.65	1.1	1305	i	-2	2.5	1435	10%
CCc1nn(C(C)C(=O)N2CCc3ccccc3C2)c(=O)c2cc3occc3n12 (stereo unspecified)	7.6	2.5	7.4	17	3	i	-1%	-0.22	-0.22	0.65	0.45	-0.59	1351	i	-1	3.9	1180	-2%
C=CCn1c(SCC(=O)Nc2ncc(Cc3ccc(C)c(Cl)c3)s2)nnc1-c1ccncc1	2.3	3.8	12	-12	-20	i	24%	-0.91	-0.33	-0.78	1.1	.	.	i	-54	-0.9	889	13%
CCOc1ccc(/C=N/NC(=O)Cc2csc(Nc3cccc(C(F)(F)F)c3)n2)c(OCC)c1	2.1	1.1	6.1	15	-17	i	42%	-0.64	-0.2	0.23	0.76	-0.18	1549	i	-21	-2.4	1357	11%

The closing 2 records of the part before come first, to join the parts.
mol	MT stabilizer	MT stabilizer Hoechst-high %	MT stabilizer cytotoxicity %	WT yeast gro inh	WT yeast gro inh mutant strain	Yfh1-depleted yeast	PMI inhibitors	Dynein cargo inh	Dynein cargo inh cytoplasmic EGFP	Dynein cargo inh nuclear GR-EGFP	Dynein cargo inh cell count	Insulin prom up	Insulin prom up cell count	Autophagy HCS	Autophagy HCS cell loss 18 h	b-catenin transl	b-catenin transl cell count 5 µM	human PMI inhibitors
C=CCn1c(SCC(=O)Nc2ncc(Cc3ccc(C)c(Cl)c3)s2)nnc1-c1ccncc1	2.3	3.8	12	-12	-20	i	24%	-0.91	-0.33	-0.78	1.1	.	.	i	-54	-0.9	889	13%
CCOc1ccc(/C=N/NC(=O)Cc2csc(Nc3cccc(C(F)(F)F)c3)n2)c(OCC)c1	2.1	1.1	6.1	15	-17	i	42%	-0.64	-0.2	0.23	0.76	-0.18	1549	i	-21	-2.4	1357	11%
Oc1ccc(COCc2ccccc2)c2cccnc12	8.2	5.1	25	-1	13	i	46%	0.59	0.058	0.75	-0.58	.	.	i	13	.	.	46%
CCc1ccc(NC(=O)COC(=O)/C(=C/c2ccccc2OC)c2ccccc2)cc1	5.4	2.0	5.2	33	7	i	18%	-0.29	-0.23	-0.41	0.21	-0.53	1492	i	-1	8.1	924	16%
N=C1/C(=C\c2ccc(OC(=O)c3ccco3)cc2)C(=O)N=C2SC=NN12	1.5	0.8	3.7	7	-3	i	-9%	0.91	-0.38	-0.0076	-0.079	-0.1	1276	i	-5	-1.5	1077	-3%
COC(=O)c1ccc(C(=O)OC)c(NC(=O)COC(=O)CC2CC3CCC2C3)c1 (stereo unspecified)	1.5	2.3	6.2	14	1	i	6%	-0.04	0.016	0.4	-0.22	.	.	i	-3	.	.	5%
Cc1ccc(NC(=O)c2ccc(C#CC3(O)CCCCC3)cc2)cc1C	3.0	1.4	3.0	-20	-1	i	10%	-0.35	-0.2	-0.35	0.13	0.09	1921	i	15	-2.1	1104	9%
O=[N+]([O-])c1ccc(/C([O-])=C(/C(=S)Nc2ccccc2F)[n+]2ccccc2)cc1	6.7	1.8	9.4	-5	14	i	42%	0.22	-0.29	0.42	0.25	-0.09	1164	i	-3	-0.2	1175	41%
C=CCOc1ccc2c(c1)c(S(=O)(=O)c1ccc(C)cc1)cn2COC	1.4	1.9	7.1	8	4	i	9%	1.1	-0.22	0.25	0.073	-0.26	1202	i	10	-5.1	858	3%
CCOc1ccc(C(=O)Nc2cccc(-c3nc4ccccc4[nH]3)c2C)cc1[N+](=O)[O-]	2.9	3.6	16	-6	-8	i	20%	0.058	0.44	0.37	0.39	-0.34	1307	i	-9	-1.1	925	14%
S=c1[nH]nc(NCCc2ccccc2)s1	2.5	1.3	9.9	9	-4	?	-62%	0.53	-0.34	-0.4	0.33	-0.32	1454	i	5	-3.0	971	-107%
CCCCNC(=O)CSc1nc2ccc(N3CCOCC3)cc2c(=O)n1CCc1ccccc1	5.1	3.0	5.8	17	5	i	-2%	-0.36	-0.12	-0.25	0.13	0.07	1457	i	35	-1.1	1093	23%
CCN(CC)S(=O)(=O)c1ccc(N/N=C/c2ccccc2OCC(=O)O)c([N+](=O)[O-])c1	13	1.1	1.3	-5	15	i	-6%	-0.021	-0.28	0.23	-0.13	-0.54	1706	i	2	0.3	1077	-2%
O=C(OCC(=O)c1ccc[nH]1)c1ccc(S(=O)(=O)N2CCCCC2)cc1	2.7	0.7	24	-2	-4	i	14%	2.8	-0.14	1.6	-1.4	0.41	1156	i	1	.	.	10%
S=c1[nH]nc(-c2cc(-c3ccco3)[nH]n2)n1-c1cccc2ccccc12	1.7	1.9	7.5	-19	0	i	6%	0.63	-0.2	1.2	-0.5	-0.26	1320	i	-25	-4.0	764	21%
Cc1cc(C)c(S(=O)(=O)n2ccc3ccccc32)c(C)c1	1.3	1.1	3.9	45	22	.	-5%	-0.88	0.082	-0.29	0.67	-2.9	674	i	12	.	.	-7%
Cc1c(C(=N)C(C#N)C#N)c(=N)oc2c1ccc1ccccc12	.	.	.	.	.	i	.	0.86	-0.28	0.04	0.14	-0.34	1396	.	.	-3.8	1067	.
Cc1cc2nc(C3CCN(C(=S)NCC(C)C)CC3)[nH]c2cc1C	5.0	1.7	11	-14	-3	i	13%	-0.66	-0.21	-0.3	-0.031	0.02	1466	i	0	-0.9	1102	10%
Cc1cc(Br)c2c(c1)/C(=C/C(=O)c1cccs1)C(=O)N2	5.2	4.1	7.8	49	43	i	8%	-0.6	-0.25	0.24	0.64	-0.02	1705	i	4	-2.9	1084	9%
CC(=O)N1CCCc2cc(S(=O)(=O)NC(C(=O)NC3CCCCC3)C(C)C)ccc21 (stereo unspecified)	3.0	3.2	3.1	6	-12	i	-5%	0.39	-0.11	1.3	-0.7	1.2	1242	i	2	-2.1	534	-1%
O=C(c1ccccc1NS(=O)(=O)c1cccs1)N1CCOCC1	2.9	1.7	0.2	-13	3	i	-14%	0.014	-0.25	-0.36	-0.39	0.62	1235	i	-3	-2.5	556	-15%
CCN1C(=O)C2C(c3cccc(F)c3)NC(CC)(C(=O)OC)C2C1=O (stereo unspecified)	4.6	1.4	3.9	-6	0	i	-4%	0.18	-0.14	0.39	-1.2	-0.27	1373	i	5	-3.5	976	2%
COc1nc(N(C#N)CC(N)=O)nc(N2CCCC2)n1	5.4	2.1	4.4	12	14	i	-8%	-0.77	-0.22	-0.24	0.89	0.14	1663	i	3	-3.4	997	-8%
COc1ccccc1N(CN1CCCC1=O)C(=O)c1ccccc1F	4.7	4.0	5.8	-14	-16	i	-14%	-0.39	-0.15	-0.12	0.75	-0.15	1465	i	7	-0.9	1351	-3%
